High-throughput results deposited in PubChem by Broad Institute.
Cneo AK release – causes C. neoformans cell lysis; adenylate kinase release luminescence, 4 h; normalised: neutral wells 0, clomiphene wells 100; lysis activity, % at 15 µM; 360,000 compounds, 0.2% hits;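 active means mean lysis activity across replicates of at least 80%, whatever share of replicates individually reach that level; inactive means mean lysis activity below 80%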
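Signal: Adenylate kinase release luminescence | Assay system: Log-phase Cryptococcus neoformans yeast cells | Input: Cells at 5 × 10^6 per mL | Buffer or medium: Fresh YPD growth medium | Compound: Single dose | Schedule: Static 4 h at 37 °C with compound, 1 h detection | Controls: Clomiphene | Read-out: Luminescence rise reflecting yeast cell lysis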
Statin myotox sup – suppression of simvastatin myotoxicity. C2C12 myotubes + simvastatin, ATP luminescence, 48 h; scaled: DMSO 0, geranylgeraniol control 100. rescue of ATP level, % at 7.49 µM. 330,000 compounds, 0.78% hits. AID 602340;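 active means mean ATP rescue above about 67%, or every replicate alone reaching that limit, limit read from the data, passing the limit was not always enough; inconclusive means no clear call, values can overlap the other calls; inactive means mean under the limit and some replicate under it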;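 further: myotubes were challenged with 10 µM simvastatin during compound exposure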
esBAF inh – SWI/SNF esBAF complex inhibition; mouse ES cells, Bmi1-luciferase knock-in reporter, 24 h; 100% = twice the neutral-well signal; reporter increase, % at 12.5 µM; 350,000 compounds, 2% hits; in the data active means activation above about 40%; inconclusive means no clear call, values can overlap the other calls;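 further: 0% = median of the plate's neutral control wells and 100% = double that signal; a rise in the Bmi1 reporter signal indicates esBAF inhibition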
ARNT TACC3 PPI – disruptors of human ARNT/TACC3 interaction; inhibition, % at 9.99 µM; AID 623870; Q9Y6A5; 390,000 compounds, 0.66% hits; AlphaScreen His-ARNT PAS-B/GST-TACC3 binding, luminescence; TACC3 fragment carries E629A point mutation;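 active means mean inhibition of replicates at least 50% and at least half of replicates each reaching 50%; inconclusive means half or more replicates reach 50% but mean below 50%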;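 further: 0% = complete ARNT plus TACC3 wells and 100% = ARNT alone without TACC3; many hits fall short of the cut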
miR122 inh – miR-122 inhibition in Huh7 cells; Huh7 miR-122 Renilla luciferase sensor, 48 h; neutral wells = 0, positive control = 100; activation (reporter increase), % at 12.5 µM; 340,000 compounds, 0.3% hits;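 active means mean replicate activation score at least 90 and every replicate individually at or above 90; inconclusive means only one of the two criteria met; inactive means neither criterion met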;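 further: higher luciferase means less miR-122 activity so hits act as miR-122 inhibitors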
SIRT5 inh – sirtuin-5 (human) deacylase inhibition. inhibition, % at 15 µM. AID 652115. Purified SirT5, succinyl-peptide AMC, trypsin-coupled fluorescence. 330,000 compounds, 1.1% hits. Q9NXA8; in the data active means inhibition above about 15%; inconclusive means no clear call, values can overlap the other calls
Target sequence (Q9NXA8 whole entry, looked up): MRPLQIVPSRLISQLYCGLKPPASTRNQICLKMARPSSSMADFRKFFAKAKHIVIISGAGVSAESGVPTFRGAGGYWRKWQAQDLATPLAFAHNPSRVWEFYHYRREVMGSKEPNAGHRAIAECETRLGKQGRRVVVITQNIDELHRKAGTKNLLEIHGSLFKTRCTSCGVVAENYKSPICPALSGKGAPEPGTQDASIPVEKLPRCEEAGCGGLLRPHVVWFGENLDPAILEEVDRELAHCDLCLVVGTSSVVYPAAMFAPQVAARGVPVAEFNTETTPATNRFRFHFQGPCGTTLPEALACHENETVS
ERp5 inh – inhibitors of human ERp5. Q15084. ERp5 insulin aggregation, absorbance 650 nm, 90 min. inhibition, % at 9.99 µM. 350,000 compounds, 0.05% hits. AID 651711;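 active means mean replicate inhibition above about 25%, with every replicate also reaching it, limit read from the data, passing the limit was not always enough; inconclusive means only one of those two criteria met; inactive means neither criterion met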
Target sequence (Q15084 whole entry, looked up): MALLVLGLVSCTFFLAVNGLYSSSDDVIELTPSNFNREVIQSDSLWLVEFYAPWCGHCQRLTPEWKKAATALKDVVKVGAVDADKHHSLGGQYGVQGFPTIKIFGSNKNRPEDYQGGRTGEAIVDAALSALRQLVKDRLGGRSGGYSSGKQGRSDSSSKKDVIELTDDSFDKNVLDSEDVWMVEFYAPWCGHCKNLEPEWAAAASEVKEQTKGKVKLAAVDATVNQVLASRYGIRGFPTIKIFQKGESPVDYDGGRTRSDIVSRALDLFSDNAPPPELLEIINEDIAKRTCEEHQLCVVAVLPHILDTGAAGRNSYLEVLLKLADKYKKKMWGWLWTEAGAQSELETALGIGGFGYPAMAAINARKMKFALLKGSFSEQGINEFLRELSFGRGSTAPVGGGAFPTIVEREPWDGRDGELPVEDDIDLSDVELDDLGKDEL
* hit, by the source's call; ? = inconclusive; nt = no result given; [ ] = dose if it differs, or a comment.

1. CC(Oc1ccccc1F)C(=O)NN (configuration not stated)
2. Cc1ccc(C(=O)N/C(=C\c2ccc(F)cc2)C(=O)NCc2ccncc2)cc1
3. Cc1ccc(S(=O)(=O)N(C)C[C@H]2Oc3ccc(NC(=O)C4CCCCC4)cc3CC(=O)N([C@H](C)CO)C[C@H]2C)cc1
4. Cc1ccc2nc3c(cc2c1)c(NC(=O)C(C)(C)C)nn3CC(C)C
5. O=C(Cn1cnc2c(oc3ccccc32)c1=O)NCc1ccccc1
6. CCOC(=O)/C=C/c1ccc(C(F)(F)F)cc1S(=O)(=O)NC(C)(C)C
7. NC(=O)c1cc(-c2ccccc2)nc(Oc2ccccc2)n1
8. CCCSc1cc(=O)n(-c2ccccc2)nc1C(=O)O

| Assay by compound | 1 | 2 | 3 | 4 | 5 | 6 | 7 | 8 |
| --- | --- | --- | --- | --- | --- | --- | --- | --- |
| Cneo AK release | 1 | 2 | 25 | 0 | -1 | -1 | 4 | -2 |
| Statin myotox sup | nt | nt | -15 | 8 | 0 | 4 | nt | -2 |
| esBAF inh | nt | nt | -1 | 3 | 13 | 9 | -9 | -7 |
| ARNT TACC3 PPI | 5 | 1 | -6 | 10 | 22 | 5 | 11 | nt |
| miR122 inh | -10 | 0 | -8[16.7 µM] | 3 | 5 | -2 | -2 | 3 |
| SIRT5 inh | 5 | nt | 3 | -4 | -6 | nt | nt | -5 |
| ERp5 inh | ? | nt | -5 | -2 | 3 | -4 | nt | -1 |

9. C[C@H](CO)N1C[C@H](C)[C@H](CN(C)S(=O)(=O)c2ccc(F)cc2)Oc2ccc(N(C)C)cc2CC1=O
10. COc1ccc(NC(=O)c2cc(-c3cc(Cl)ccc3C)n[nH]2)cc1OC
11. C[C@@H]1CN([C@H](C)CO)S(=O)(=O)c2ccc(C#CC3CC3)cc2O[C@@H]1CN(C)C(=O)c1cccc(F)c1
12. O=c1[nH]c2nc(Cl)nc(Cl)c2[nH]1
13. CC(NC(=O)C(=O)N1CCCCC1)C(c1cccs1)N1CCN(c2ccc(F)cc2)CC1 (configuration not stated)
14. CCOC(=O)C(C(=O)OCC)C1CS(=O)(=O)CC1C(C(=O)OCC)C(=O)OCC (configuration not stated)
15. c1csc(C(c2nnnn2C2CCCC2)N2CCOCC2)c1 (configuration not stated)
16. O=C(c1cccc(NS(=O)(=O)c2ccc(F)c(F)c2)c1)N1CCN(Cc2ccccc2)CC1

| Assay by compound | 9 | 10 | 11 | 12 | 13 | 14 | 15 | 16 |
| --- | --- | --- | --- | --- | --- | --- | --- | --- |
| Cneo AK release | -2 | -8 | 3 | 0 | 1 | 5 | -6 | 2 |
| Statin myotox sup | -7 | -18 | 0 | -1 | 6 | -2 | -10 | -5 |
| esBAF inh | 4 | 21 | 8 | -4 | -4 | 3 | -5 | -3 |
| ARNT TACC3 PPI | 7 | nt | 1 | -3 | 8 | 36 | nt | -2 |
| miR122 inh | -5[16.7 µM] | -7 | -44[16.7 µM] | -1 | nt | 14 | 9 | -2 |
| SIRT5 inh | -5 | nt | 6 | nt | 0 | nt | nt | nt |
| ERp5 inh | 1 | -10 | 3 | -6 | 8 | nt | nt | nt |

Complete entries, looked up by structure.
CCOC(=O)C(C(=O)OCC)C1CS(=O)(=O)CC1C(C(=O)OCC)C(=O)OCC (configuration not stated) in the list: Cneo AK release = 5; Statin myotox sup = -2; esBAF inh = 3; ARNT TACC3 PPI = 36; miR122 inh = 14; SIRT5 inh = nt; ERp5 inh = nt
c1csc(C(c2nnnn2C2CCCC2)N2CCOCC2)c1 (configuration not stated) in the list: Cneo AK release = -6; Statin myotox sup = -10; esBAF inh = -5; ARNT TACC3 PPI = nt; miR122 inh = 9; SIRT5 inh = nt; ERp5 inh = nt

(next part)
17. C=CCn1c(CNC(=O)c2ccco2)nnc1SCC(=O)Nc1cccc(F)c1
18. O=C(NCc1ccccc1Cl)C1CCCO1 (configuration not stated)
19. CCc1ccccc1NC(=O)CCOc1ccccc1
20. CCN(CC)CCNC(=O)c1ccc(NC(=O)Cc2ccsc2)cc1
21. N#CCCCc1cc2cc(F)ccc2cn1
22. C[C@H](NC(=O)C[C@@H]1CC[C@@H]2[C@H](COC[C@H](O)CN2C(=O)Nc2cccc(Cl)c2)O1)c1ccccc1
23. COc1ccc(NC(=O)C2C3CCC(C3)C2C(=O)O)cc1OC (configuration not stated)
24. O=C(CCCCO)CCCCCCCC[C@H]1N[C@H](CO)[C@H](O)[C@@H]1O[C@@H]1O[C@H](CO)[C@@H](O)[C@H](O)[C@H]1O

| Assay by compound | 17 | 18 | 19 | 20 | 21 | 22 | 23 | 24 |
| --- | --- | --- | --- | --- | --- | --- | --- | --- |
| Cneo AK release | 0 | 0 | -2 | 0 | 1 | 39 | -3 | -8 |
| Statin myotox sup | 0 | 4 | 0 | -5 | 17 | -2 | -1 | 3 |
| esBAF inh | 9 | -4 | -3 | -9 | 7 | 13 | -4 | 0 |
| ARNT TACC3 PPI | 2 | -2 | -2 | -3 | -3 | -10 | 24 | 2 |
| miR122 inh | -1 | -8 | -2 | 0 | -1 | -1[16.7 µM] | -3 | -2 |
| SIRT5 inh | -5 | 0 | nt | 2 | nt | nt | nt | nt |
| ERp5 inh | 1 | 12 | nt | 1 | 5 | nt | nt | nt |

Retrieved by structure from above:
24. O=C(CCCCO)CCCCCCCC[C@H]1N[C@H](CO)[C@H](O)[C@@H]1O[C@@H]1O[C@H](CO)[C@@H](O)[C@H](O)[C@H]1O
17. C=CCn1c(CNC(=O)c2ccco2)nnc1SCC(=O)Nc1cccc(F)c1
22. C[C@H](NC(=O)C[C@@H]1CC[C@@H]2[C@H](COC[C@H](O)CN2C(=O)Nc2cccc(Cl)c2)O1)c1ccccc1

| Assay by compound | 24 | 17 | 22 |
| --- | --- | --- | --- |
| Cneo AK release | -8 | 0 | 39 |
| Statin myotox sup | 3 | 0 | -2 |
| esBAF inh | 0 | 9 | 13 |
| ARNT TACC3 PPI | 2 | 2 | -10 |
| miR122 inh | -2 | -1 | -1[16.7 µM] |
| SIRT5 inh | nt | -5 | nt |
| ERp5 inh | nt | 1 | nt |

(cont.)
25. CC1C(=O)c2ccccc2CC1C(=O)O (configuration not stated)
26. COc1ccc(-c2csc(NC(=O)C3CSC4(C)CCC(=O)N34)n2)c(OC)c1 (configuration not stated)
27. CCOC(=O)C1Sc2ccccc2NC1=O (configuration not stated)
28. O=C(Cn1nc(Cc2ccncc2)c2ccccc2c1=O)Nc1cccnc1Cl
29. N/C(=N\OC(=O)Cc1ccc(-c2ccccc2)cc1)c1cccc([N+](=O)[O-])c1
30. COc1ccc(NC(=O)N(C)C[C@H]2OCCCC[C@H](C)Oc3ccc(NC(=O)Nc4c(C)noc4C)cc3C(=O)N([C@@H](C)CO)C[C@@H]2C)cc1
31. CCn1c(SCC(=O)Nc2cc(C)on2)nc2c(c1=O)SCC2
32. C[C@H](CO)N1C[C@H](C)[C@@H](CN(C)C(=O)Nc2ccc(F)cc2)Oc2ccc(NC(=O)Nc3ccccc3)cc2C1=O

| Assay by compound | 25 | 26 | 27 | 28 | 29 | 30 | 31 | 32 |
| --- | --- | --- | --- | --- | --- | --- | --- | --- |
| Cneo AK release | 0 | 1 | 1 | -2 | -1 | -2 | -3 | -1 |
| Statin myotox sup | -11 | -12 | 1 | -7 | -20 | -3 | 9 | 5 |
| esBAF inh | nt | 0 | 2 | -5 | -5 | -2 | -5 | -7 |
| ARNT TACC3 PPI | -3 | 7 | -5 | 3 | 9 | 3 | -2 | -8 |
| miR122 inh | -1 | 5 | 4 | -15 | 7 | 2[16.7 µM] | nt | -3[16.7 µM] |
| SIRT5 inh | 0 | 4 | -1 | 0 | -2 | -1 | -1 | 3 |
| ERp5 inh | 1 | 2 | -1 | -1 | 0 | 10 | 8 | 1 |

33. CCC(=O)N(C)C[C@H]1Oc2cc(C#CC3CC3)ccc2S(=O)(=O)N([C@@H](C)CO)C[C@H]1C
34. O=C(C[C@@H]1CC[C@H](NC(=O)c2cccc(F)c2)[C@@H](CO)O1)Nc1nccs1
35. CC(c1ccon1)N(C)Cc1cn[nH]c1-c1ccc(F)cc1F (configuration not stated)
36. O=c1cc(CN2CCN(Cc3ccc(F)cc3)C(CCO)C2)[nH]c2ccccc12 (configuration not stated)

| Assay by compound | 33 | 34 | 35 | 36 |
| --- | --- | --- | --- | --- |
| Cneo AK release | 12 | 10 | -6 | -1 |
| Statin myotox sup | -2 | 3 | -11 | 1 |
| esBAF inh | -10 | 5 | -7 | 5 |
| ARNT TACC3 PPI | -5 | -1 | -2 | 0 |
| miR122 inh | -6[16.7 µM] | nt | -1 | 1 |
| SIRT5 inh | 1 | -2 | -2 | nt |
| ERp5 inh | 12 | 2 | -4 | 4 |
